Bioassay records as filed in PubChem.
EPAC2 antagonist = qHTS for Antagonist of cAMP-regulated guanine nucleotide exchange factor 2 (EPAC2): primary screen; Rap guanine nucleotide exchange factor 4 (Homo sapiens), Q8WZA2; EPAC2 GEF exchange of Rap1B-BODIPY-GDP, fluorescence; Potency, µM (series often up to 114 µM), for inactives: top-dose activity, negative = inhibition, most hits filed as inhibitors; 360,000 tested, 0.18% active; AID 720708, 2013; also: potency is read from the fitted curve at half-maximal effect; % is scaled to controls: 0 for no effect and ±100 for the full control effect; nearly all actives have a fitted effect of over 45% in size; many of its hits are not listed in these tables
Target sequence (Q8WZA2 whole entry, looked up): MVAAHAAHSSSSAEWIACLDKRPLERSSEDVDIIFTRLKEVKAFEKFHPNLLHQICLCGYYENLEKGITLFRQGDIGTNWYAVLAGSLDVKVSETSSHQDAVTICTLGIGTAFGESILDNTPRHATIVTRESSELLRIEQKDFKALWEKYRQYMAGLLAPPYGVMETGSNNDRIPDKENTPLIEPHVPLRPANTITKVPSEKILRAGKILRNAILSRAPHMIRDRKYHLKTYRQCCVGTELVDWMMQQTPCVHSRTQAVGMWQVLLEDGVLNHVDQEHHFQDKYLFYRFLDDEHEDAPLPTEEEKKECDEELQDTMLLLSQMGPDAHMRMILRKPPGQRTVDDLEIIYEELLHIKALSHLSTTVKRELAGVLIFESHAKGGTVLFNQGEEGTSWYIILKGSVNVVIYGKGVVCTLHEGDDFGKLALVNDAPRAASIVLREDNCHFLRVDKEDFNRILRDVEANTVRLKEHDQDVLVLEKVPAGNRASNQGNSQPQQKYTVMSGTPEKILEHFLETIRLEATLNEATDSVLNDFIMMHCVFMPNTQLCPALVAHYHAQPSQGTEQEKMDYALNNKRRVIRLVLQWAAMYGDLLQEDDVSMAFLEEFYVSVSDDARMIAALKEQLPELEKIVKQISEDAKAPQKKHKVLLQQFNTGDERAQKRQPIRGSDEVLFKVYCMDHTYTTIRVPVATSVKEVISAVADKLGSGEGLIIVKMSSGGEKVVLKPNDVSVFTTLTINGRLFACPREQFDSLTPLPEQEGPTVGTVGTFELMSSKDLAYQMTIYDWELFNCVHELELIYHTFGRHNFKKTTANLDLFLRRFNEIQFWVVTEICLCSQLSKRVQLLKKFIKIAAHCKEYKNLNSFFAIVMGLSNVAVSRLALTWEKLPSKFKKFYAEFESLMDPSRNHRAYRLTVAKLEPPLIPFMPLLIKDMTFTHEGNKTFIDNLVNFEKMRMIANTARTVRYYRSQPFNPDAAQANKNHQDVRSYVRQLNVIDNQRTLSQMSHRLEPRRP
Nrf2 inh = Nrf2 qHTS screen for inhibitors; Potency, µM (titrated, usually from 46 µM), for the others: at the highest dose activity change, negative = inhibition, actives largely listed as inhibitors; A549 ARE-Fluc reporter, luciferase luminescence, 18-24 h; 360,000 tested, 2.1% active; also: potency is read from the fitted curve at half-maximal effect; % is scaled to controls: 0 for no effect and ±100 for the full control effect; nearly all actives have a fitted effect of over 60% in size
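Cells were seeded and rested 2 h, then exposed to compounds for 18-24 h. CellTiter-Fluor was read first as a viability measure. BugLite was added 15 min before the final luminescent read of ARE-luciferase activity in A549 cells.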
A549 viability = Nrf2 qHTS screen for inhibitors: counterscreen for cytotoxicity; 390,000 tested, 0.16% active; A549 ARE-Fluc cells, CellTiter-Fluor viability, 18-24 h; Potency, µM (doses to about 46 µM), for inactives: at the highest dose activity change, negative = cytotoxicity, most hits filed as inhibitors; also: potency is read from the fitted curve at half-maximal effect; % is scaled to controls: 0 for no effect and ±100 for the full control effect
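A549 ARE_Fluc cells in 5% FBS OPTI-MEM were exposed to compounds in concentration-response for 18-24 h at 37 deg C. Viability was read by CellTiter-Fluor fluorescence (Ex 405/Em 525) after 30 min, before the luciferase read.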
TGFb SMAD3 inh = qHTS for Inhibitors of TGF-b; 410,000 tested, 1.2% active; HepG2 CAGA-GFP TGF-b/SMAD3 reporter, GFP fluorescence, 18 h; TGF-beta stimulated, 500 pg/mL final; Potency, µM (series often up to 46.1 µM), without a hit: at the top dose activity, negative = inhibition, hits mostly inhibitors; also: potency is read from the fitted curve at half-maximal effect; % is scaled to controls: 0 for no effect and ±100 for the full control effect; nearly all actives have a fitted effect of over 65% in size
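TGF-beta reporter screen: HEPG2 CAGA-GFP, 1% FBS, 500 pg/mL TGF-beta final, 18 h; per-cell GFP summed per well; curves fitted and categorized by class.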
pAkt inh = HTS Assay for Inhibitors of Akt Phophorylation: Primary Screen. Neuro2A IGF-stimulated pAkt S473 HTRF, 20 min; hits give low values. activity change, % for hits at 50 µM. 360,000 tested, 0.32% active; in the data active = activity change below about -80%; inconclusive = mostly about -51% to -80%; also: % is scaled to controls: 0 for no effect and ±100 for the full control effect
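Single-point screen (50 µM final compound) in Neuro2A cells stimulated 20 min with 6 nM IGF at 37 deg C. After lysis, Ser473-phosphorylated Akt read by HTRF (ex 330 nm, em 615/665 nm) as the 665/615 ratio.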
CCT chaperon mod = High-Throughput Screening for Modulators of Cytosolic Chaperonin Activity. purified chaperonin ATPase assay, HTRF ADP detection, 30 min. AID 651819, 2012. activity change, % (test concentration not listed), hits read low. 360,000 tested, 0.3% active; in the data active = activity change below about -30%; also: % is scaled to controls: 0 for no effect and ±100 for the full control effect
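We incubate TRiC, 40 or 20 nM final, with library compounds at 76 uM and 10 uM ATP for 30 min at 37 °C. ADP formed is detected with Transcreener HTRF reagents after 30 min at room temperature.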
MmCpn inh = Inhibitors of TCP-1 ring complex (TRiC) of Methanococcus maripaludis (MmCpn): qHTS | Potency, µM (titrated, usually from 76.9 µM), for inactives: top-dose activity, negative = inhibition, actives largely listed as inhibitors | 330,000 tested, 0.031% active | purified Mm-Cpn ATPase, ADP Transcreener TR-FRET | AID 504842, 2011; also: potency is read from the fitted curve at half-maximal effect; % is scaled to controls: 0 for no effect and ±100 for the full control effect; nearly all actives have a fitted effect of over 80% in size
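Reaction buffer contained 30 mM Tris pH 7.4, 100 mM KCl, 5 mM MgCl2 and 1 mM DTT. Mm-CPN (25 nM final) hydrolysed 10 uM ATP over 30 min at 37°C; ADP was read by HTRF.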
Nrf2 ARE act = qHTS of Nrf2 Activators | AREc32 ARE-luciferase reporter (MCF7-derived line), luminescence, 24 h | Potency, µM (doses to about 46.1 µM), for inactives: at the top dose activation, usual class: activators | 410,000 tested, 0.31% active | AID 624171, 2012; also: potency is read from the fitted curve at half-maximal effect; % of control where 0% means no effect; nearly all actives have a fitted effect of over 65% in size
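Each well held 1000 AREc32 cells, which were incubated with compound for 24 hr at 37 deg C after overnight attachment, and ARE reporter activity was quantified by firefly luciferase luminescence.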
EPAC2 agonist = qHTS for Agonist of cAMP-regulated guanine nucleotide exchange factor 4 (EPAC2): primary screen. Rap guanine nucleotide exchange factor 4 (Homo sapiens), Q8WZA2. EPAC2 activation, biochemical qHTS; response scale: 100% = 6.5 mM cAMP response. Potency, µM (series often up to 154 µM), for inactives: at the top dose activation, usual class: activators. 360,000 tested, 0.079% active; also: potency is read from the fitted curve at half-maximal effect; nearly all actives have a fitted effect of over 50% in size
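In this primary screen, activation is scored as increased exchange of BODIPY-GDP from Rap1B by 100 nM EPAC2, with 50 uM GDP as competitor. Signal is normalized to the 6.5 mM cAMP agonist control.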
* hit, by the source's call; i = inactive; u = inconclusive; x = not tested or not shown; & = joins results of further samples; [ ] = another dose, or the depositor's remark. Unless noted, calls follow the shape of the dose curve; as a rule, active = well fitted curve in the direction sought with a large enough effect; inconclusive = small, poorly fitted or top-dose-only effect, or another doubt; inactive = no such curve, though single readings can be large; an effect the other way counts as inactive or inconclusive. An excerpt (hit frequency here may not be typical).

Results follow in this order: EPAC2 antagonist | Nrf2 inh | A549 viability | TGFb SMAD3 inh | pAkt inh | CCT chaperon mod | MmCpn inh | Nrf2 ARE act | EPAC2 agonist
O=C(NNC(=O)c1cc2ccccc2cc1O)Nc1ccccc1F
→ -10.7% | 7.3% | -0.1% | u | i | -2.5 | -0.8% | 1.4% | 1.7%
Cc1ccc(C)c(N2CCN(C(=O)C3CCCN(c4ncnc5c4nc4n5CCCCC4)C3)CC2)c1 (stereo not given)
→ u | 14.6µM* | -17.7% | 17.8µM* | i | -1.7 | 2.5% | -0.5% | 5.6%
CCCCCc1c(CC)ncn1CCc1ccccc1OC
→ -9.2% | x | x | x | i | -0.8 | x | 3.3% | 10.3%
O=C(CCNC(=O)c1ccccc1Cl)Nc1cccc(S(=O)(=O)N2CCCCC2)c1
→ 11.0% | u | -0.5% | 1.3% | i | 1.9 | 1.5% | -0.3% | 10.2%
COc1cccc(-c2nc(C(N)=O)c3[nH]c(=O)n(-c4cccc(Cl)c4)c3n2)c1OC
→ 2.0% | -1.4% | 3.0% | -0.8% | i | 1.6 | -0.9% | 4.6% | -1.4%
OC(C#CCN1CCOCC1)(c1ccccc1)C1CCCCC1 (stereo not given)
→ 2.7% | x | 12.5% | 4.7% | i | 1.6 | 1.0% | -0.8% | -6.8%
Cc1cccc(OCc2nnc(SCC(=O)Nc3ccc(N4CCOCC4)cc3)o2)c1
→ -5.9% | -8.1% | 0.1% | -1.6% | i | -1.9 | 2.7% | 0.1% | 9.9%
COc1cc(SC)ccc1C(=O)N1CCN(S(=O)(=O)/C=C/c2ccccc2)CC1
→ -7.1% | -20.3% | 1.4% | -26.2% | i | -3.2 | -1.2% | 2.3% | 12.7%
COc1ccc(C)cc1Nc1nc(N)c2cc(OC)c(OC)cc2n1
→ -7.3% | 1.5%&-0.2% | -2.8%&2.1% | u | i | -2.8 | -1.9% | 22.8%&18.0% | 7.5%
CCS(=O)(=O)Nc1ccc(C2=NN(C(=O)c3ccccc3)C(c3cccs3)C2)cc1 (stereo not given)
→ -11.4% | u | -21.3% | -20.6% | i | -1.7 | -2.0% | 0.1% | 16.7%
Cc1cc(C)c(NC(=O)Cn2cc3c(n2)CCCC3)c(C)c1
→ -3.5% | -15.1% | 5.6% | 2.1% | i | 1.2 | 2.7% | -1.3% | 0.3%
CCC1Oc2ccc(C)cc2N(CC(=O)NCc2ccccc2OC)C1=O (stereo not given)
→ 3.4% | 6.6% | 0.9% | 4.1% | i | -0.2 | -3.4% | 0.3% | -3.6%
O=C1c2cccc(OCC(=O)N3N=C(c4cccs4)CC3c3ccc(F)cc3)c2CCN1Cc1cccnc1 (stereo not given)
→ 3.8% | u | -18.0% | u | i | 0.2 | -15.6% | -0.9%[9.22 µM] | -0.7%
Cc1cc(C)cc(N(CC(=O)Nc2c(C)n(C)n(-c3ccccc3)c2=O)S(C)(=O)=O)c1
→ 6.6% | 7.9% | -8.3% | -8.8% | i | 0.4 | -0.3% | -0.3% | -5.3%
COc1ccc(-c2cc3nc(C4CCN(C(=O)OC(C)(C)C)CC4)c(C(=O)Nc4cc(Cl)cc(Cl)c4)cn3n2)cc1
→ x | 1.4% | -0.4% | -1.6% | x | x | x | -0.4% | x
Cc1cc(C(F)(F)F)nc(SCC(=O)NC2CC3CCC2C3)n1 (stereo not given)
→ 6.1% | -5.7% | -9.8% | 0.0% | i | 1.8 | -0.6% | -0.7% | -2.6%
CC12CCC3c4ccc(OCC(=O)O)cc4CCC3C1CCC2=O (stereo not given)
→ -5.5% | -6.0% | 0.6% | 1.0% | i | -1.3 | x | 0.2% | 0.0%
Cc1cc(OCC(=O)Nc2cccc(S(=O)(=O)NC3=NCCCCC3)c2)ccc1Cl
→ -10.9% | u | -1.8% | -24.6% | i | 0.4 | 0.7% | -0.1% | 4.1%
CC1(C(=O)Nc2ccc3c(c2)OCO3)CCN1C(=O)CCC1CCCC1 (stereo not given)
→ -7.5% | x | x | 5.2% | i | 2.0 | x | 2.8% | 5.9%
Cc1ccc(Cn2ccc(NC(=O)c3cc(C(C)C)on3)n2)cc1
→ -11.0% | u | 1.2% | -4.1% | i | -0.6 | 0.3% | 3.2% | 10.6%
Cc1ccccc1-c1nnc(SCC(=O)Nc2cccc(C)c2C)o1
→ 16.9% | 20.5% | x | -0.1% | i | 1.8 | 1.4% | 0.1% | -0.7%
O=C(NNC(=O)c1ccc(Br)s1)NC1CCCCC1
→ 4.1% | -12.4% | -3.0% | 11.0% | i | -0.7 | 2.6% | -0.9% | 6.3%
C[C@H](NC(=O)N1CCn2c1nc1ccccc12)C(=O)NC1CC1
→ -2.9% | -8.5% | -1.3% | -0.3% | i | 0.4 | -1.6% | 0.3% | 5.4%
COC(=O)c1ccc(/C=N/NC(=O)c2ccc3nc[nH]c3c2)cc1
→ -0.1% | 1.8% | 1.8% | 19.5% | i | -0.1 | -0.6% | -0.3% | 8.9%
CC1=C(C(=O)N(C)C)CC(CC(=O)NCCCCc2ccccc2)C(=O)N1Cc1ccccc1 (stereo not given)
→ 8.7% | x | x | -1.9% | i | -2.8 | x | -0.7% | 16.1%
BrC(=C\c1ccccc1)/C=N/Nc1ccc2nncn2n1
→ -8.1% | -5.6% | -2.1% | 4.8% | i | 1.2 | -1.0% | u | 13.3%
COCCNc1nc(N)c([N+](=O)[O-])c(NCc2ccccc2)n1
→ -0.7% | -5.4% | -6.6% | -0.5% | i | -2.4 | 1.1% | 0.3% | -0.4%
COc1cccc(NC(=O)CN(C)C(=O)CSc2nc(C)cc(C)n2)c1
→ 11.5% | 3.0% | 0.9% | 3.8% | i | 0.6 | -9.1% | -1.3% | 0.7%
COc1cc(C(=S)N2CCCC2)ccc1OS(=O)(=O)c1ccc(NC(C)=O)cc1
→ -2.9% | u | -17.5% | -5.5% | i | 1.0 | 4.1% | -0.4% | 6.9%
Cc1cc(C(=O)NCCN2CCOCC2)ccc1[N+](=O)[O-]
→ 5.5% | -14.0% | 5.1% | -1.6% | i | 0.4 | 0.6% | 0.5% | -1.6%
CN1C(=O)CC(N2CCC(C(N)=O)(N3CCCCC3)CC2)C1=O (stereo not given)
→ 15.0% | 15.5% | x | 0.0% | i | -0.3 | -1.2% | 0.2% | 6.9%
Cc1nn(C)c(C)c1C(C)NC(=O)c1ccc(OC2CCN(Cc3ccccn3)CC2)cc1 (stereo not given)
→ 5.4% | u | -12.7% | 3.2% | i | 2.7 | -2.1% | -0.3% | 3.9%
COc1ccc(NC(=O)c2cc(C(C)C)on2)c(OC)c1
→ -14.7% | u | -1.6% | 1.1% | i | 0.2 | 1.2% | 3.7% | 13.0%
O=C1CCCN1CCCN1CC(C(=O)N(CCO)Cc2ccccc2)CCC1=O (stereo not given)
→ 6.7% | 9.7% | -1.7% | 3.8% | i | -2.8 | -5.8% | -0.3% | 1.3%
O=C(Nc1ccc(OCc2ccccc2)cc1)Nc1cccnc1
→ -5.7% | u | 1.8% | 6.2% | i | 0.6 | -1.8% | -0.9% | 6.0%
O=C(NC1CCCCC1)C(c1ccccc1)N1CCOCC1 (stereo not given)
→ 8.1% | x | -7.9% | -7.1% | i | 0.9 | 0.1% | 0.3% | 4.9%
CN(C(=O)COC(=O)c1nc(Cl)c(Cl)c(Cl)c1Cl)C1CCS(=O)(=O)C1 (stereo not given)
→ 1.2% | -24.0% | u | -5.9% | i | -0.7 | 1.9% | 12.6µM* | 7.0%
Cc1ccc(NS(=O)(=O)c2ccc3[nH]c4c(c3c2)CCCC4)cc1N(C)C
→ x | -12.9% | -1.2% | u | x | x | x | -0.4% | x
Cc1cc2nc(N)sc2cc1[N+](=O)[O-]
→ 19.7% | u | -10.4% | 18.1% | i | 0.6 | 2.4% | 0.6% | 4.3%
CCOc1c(Br)cc(C(N)=O)cc1OCc1ccccc1
→ -25.4% | u | 0.4% | -16.2% | i | 0.0 | -0.9% | u | 9.2%
Cc1ccc(S(=O)(=O)N(C)S(=O)(=O)c2ccc(C)cc2)cc1
→ u | 23.1µM* | 4.4% | -2.9% | i | 0.2 | 0.7% | 3.7% | 8.1%
COc1cc2[nH]c(=S)nc(NCc3ccccc3)c2cc1OC
→ -11.3% | u | -3.3% | -6.6% | i | -2.8 | -1.1% | 0.0% | -1.3%
O=C1NC[C@@H](CCCCN2C[C@H](Cc3ccc(O)cc3)N(CCc3ccccc3)C(=O)C2=O)N(CC2CCCCC2)C1=O
→ -8.1% | x | x | x | i | -5.0 | x | -0.2% | 1.4%
O=C(O)CCc1ccc(-c2ccccc2)n1-c1cccc(C(=O)O)c1
→ -2.3% | 34.8% | 3.5% | -1.6% | i | 0.1 | -0.6% | 3.9% | 16.5%
Cc1nc2scc(C)n2c(=O)c1S(=O)(=O)Nc1ccc(N2CCN(S(C)(=O)=O)CC2)cc1
→ 13.6% | u | 0.0%&-0.9% | u | i | 1.4 | -2.6% | 0.3%&3.5% | 0.1%
COc1ccc(-c2cn[nH]c2C)cc1OC
→ -5.8% | -1.5% | 0.9% | 3.4% | i | 1.8 | 0.6% | 0.2% | -0.1%

Structures from the list above containing a COOH group:
Results follow in this order: EPAC2 antagonist | Nrf2 inh | A549 viability | TGFb SMAD3 inh | pAkt inh | CCT chaperon mod | MmCpn inh | Nrf2 ARE act | EPAC2 agonist
CC12CCC3c4ccc(OCC(=O)O)cc4CCC3C1CCC2=O (stereo not given)
→ -5.5% | -6.0% | 0.6% | 1.0% | i | -1.3 | x | 0.2% | 0.0%
O=C(O)CCc1ccc(-c2ccccc2)n1-c1cccc(C(=O)O)c1
→ -2.3% | 34.8% | 3.5% | -1.6% | i | 0.1 | -0.6% | 3.9% | 16.5%
